GPR151 ag: activators of human GPR151, primary screen, cell-based, PathHunter beta-arrestin, luminescence | PathHunter beta-arrestin GPR151 cells | activation, % at 11.2 µM | AID 1508602, 2020 | G-protein coupled receptor 151 (Homo sapiens), Q8TDV0 | hit rate 1% among 650,000; in the data active = activation above about 4.9%;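 note: 0% = median of compound wells and 100% = cells with positive control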
Target sequence (Q8TDV0 whole entry, looked up): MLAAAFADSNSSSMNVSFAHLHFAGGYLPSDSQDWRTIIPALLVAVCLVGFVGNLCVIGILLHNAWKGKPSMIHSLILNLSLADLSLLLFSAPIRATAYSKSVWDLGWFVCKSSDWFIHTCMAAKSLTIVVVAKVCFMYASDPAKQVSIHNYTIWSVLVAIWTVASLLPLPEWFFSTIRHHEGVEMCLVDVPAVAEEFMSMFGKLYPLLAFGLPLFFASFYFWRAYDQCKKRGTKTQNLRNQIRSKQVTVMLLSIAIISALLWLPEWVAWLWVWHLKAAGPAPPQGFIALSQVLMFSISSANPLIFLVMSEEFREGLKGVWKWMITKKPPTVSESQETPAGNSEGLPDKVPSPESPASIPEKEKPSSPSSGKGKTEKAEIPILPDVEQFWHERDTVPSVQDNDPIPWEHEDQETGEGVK
TEAD-YAP inh: TEAD-YAP interaction inhibition, primary screen, TEAD-YAP interaction inhibitor project, luminescence, HEK-TIYL cells | TEAD-Gal4/YAP UAS-luciferase luminescence | inhibition, % at 9.12 µM | hit rate 1.4% among 640,000 | AID 1259422, 2018; in the data active = inhibition above about 32%;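 note: 0% = median of test compound wells and 100% = reference inhibitor wells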
MITF primary: MITF inhibitors, primary screen, biochemical, AlphaScreen, human; hit rate 0.91% among 650,000; AID 1259374, 2018; inhibition, % at 2.6 µM; Microphthalmia-associated transcription factor (Homo sapiens), O75030; AlphaScreen MITF homodimerization, bead proximity signal; in the data active = inhibition above about 50%;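 note: 0% = vehicle wells with protein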
Target sequence (O75030 whole entry, looked up): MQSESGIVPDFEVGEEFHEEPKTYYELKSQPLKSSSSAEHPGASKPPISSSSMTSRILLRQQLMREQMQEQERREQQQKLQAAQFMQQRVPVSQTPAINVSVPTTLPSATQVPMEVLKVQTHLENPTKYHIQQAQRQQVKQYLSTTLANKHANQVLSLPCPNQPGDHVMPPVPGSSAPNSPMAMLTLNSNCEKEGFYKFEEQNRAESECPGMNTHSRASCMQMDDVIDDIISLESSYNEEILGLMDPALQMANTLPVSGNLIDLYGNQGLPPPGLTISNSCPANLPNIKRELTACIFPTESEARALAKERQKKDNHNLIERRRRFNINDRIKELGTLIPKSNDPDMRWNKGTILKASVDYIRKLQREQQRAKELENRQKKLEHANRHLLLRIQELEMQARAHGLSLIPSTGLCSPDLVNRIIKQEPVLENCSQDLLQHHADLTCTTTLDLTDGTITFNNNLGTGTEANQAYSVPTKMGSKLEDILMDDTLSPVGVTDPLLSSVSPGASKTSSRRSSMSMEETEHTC
FBW7 activator: FBW7 E3 ligase activators, primary screen, biochemical, AlphaScreen, human; hit rate 0.13% among 650,000; AlphaScreen FBW7–phospho-cyclin E peptide binding, activator screen; normalized activity (activation), % at 26.1 µM; AID 1259310, 2017; in the data active = normalized activity above about 1.9%;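 note: purified mutant Fbw7 with reduced substrate affinity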
The depositor's hits bear a star.

Each structure is followed by: GPR151 ag, TEAD-YAP inh, MITF primary, FBW7 activator
> COc1ccc(-c2noc(N3CCCC(C(=O)Nc4cc(C)on4)C3)n2)cc1 (configuration not stated)
→ 0.4, 7, 9, 0.2
> CCOC(=O)c1c(C)n(-c2ccccc2)c2c1cc(OC(=O)c1ccccc1)c1ccccc12
→ 0.5, 2, 12, 0.2
> CC1CN(S(=O)(=O)c2ccc(Cl)c(C(=O)Nc3ccccc3[N+](=O)[O-])c2)CC(C)O1 (configuration not stated)
→ 0.2, 4, 0, -0.4
> O=C(CC1C(=O)NCCN1Cc1cccc(F)c1F)NC1CCCC1 (configuration not stated)
→ 0.4, -2, 6, -0.1
> COc1ccc(CC2(CCC(=O)N[C@H]3CCCCNC3=O)CCC(=O)N2)c2ccccc12 (some centres not stated)
→ 2.4, -8, -1, 0.3
> CC(C)[C@H](NC(=O)c1ccccc1)C(=O)OCC(=O)Nc1ccc2c(c1)OCCO2
→ -1.2, 0, 7, 0.2
> Cc1cc(C(=O)N/N=C/c2ccc(F)cc2)n[nH]1
→ 1.1, -29, 0, 0.0
> C/C=C(\C)CN1CCc2c(C(=O)OC)c(OCCCc3cccnc3)cc(=O)n2CC1
→ -0.2, 3, 10, -0.1
> COC(=O)c1ccccc1Nc1cc(C)nc2nc(C)nn12
→ -0.3, 6, 15, -0.2
> Cc1ccc2c(c1)N(CCCC(=O)NC1CC1)C(=O)CO2
→ 0.0, -11, 20, 1.5
> CCOC(=O)N1CCN(C(=O)c2cc3n(n2)C(C(F)(F)F)CC(c2ccc(C)cc2)N3)CC1 (configuration not stated)
→ 0.4, 2, 8, 0.1
> CCOC(=O)CNC(=O)c1cccc(OC)c1
→ -0.1, -11, -8, -0.2
> CCOc1ccc(NC(=O)CSc2nc3ccccc3n2S(=O)(=O)c2cccc([N+](=O)[O-])c2)cc1
→ 0.1, 9, -2, -0.1
> CC1(C)CN(c2ccccc2)N(C(=O)c2ccc(C#N)cc2)C1=O
→ 1.1, 5, 3, -0.1
> CCN1CCOC(CC(=O)Nc2ccc(C)cc2)C1=O (configuration not stated)
→ -0.2, -9, 3, -0.2
> NC(=O)NC(=O)COC(=O)c1c2c(nc3ccccc13)/C(=C\c1ccco1)CCC2
→ -0.9, -4, 61*, 0.0
> CCOC(=O)c1cccc(NC(=O)COc2ccc(Cl)cc2)c1
→ -1.2, -24, 12, 0.1
> CC(=O)Nc1ccc(OCc2cccc(Cl)c2Cl)cc1
→ -0.3, -21, -3, 0.7
> Cc1ccc(CCNC(=O)CN2C(=O)COc3ccc(C(C)(C)C)cc32)cc1
→ -1.2, 3, 6, 0.7
> O=C(O)c1cc(N2C(=O)c3ccccc3C2=O)ccc1N1CCOCC1
→ -0.7, 6, -5, 0.0

Reprinted from the entries so far for reference:
Each structure is followed by: GPR151 ag, TEAD-YAP inh, MITF primary, FBW7 activator
> C/C=C(\C)CN1CCc2c(C(=O)OC)c(OCCCc3cccnc3)cc(=O)n2CC1
→ -0.2, 3, 10, -0.1
> COC(=O)c1ccccc1Nc1cc(C)nc2nc(C)nn12
→ -0.3, 6, 15, -0.2
> Cc1ccc2c(c1)N(CCCC(=O)NC1CC1)C(=O)CO2
→ 0.0, -11, 20, 1.5

Next section:
Each structure is followed by: GPR151 ag, TEAD-YAP inh, MITF primary, FBW7 activator
> Cc1ccccc1CN[C@H]1C[C@H]2C(=O)N[C@@H](CCCCN)C(=O)N2C1
→ -0.2, 1, -3, -0.3
> Cc1ccc(-c2nc(CCNS(=O)(=O)c3ccccc3)cs2)cc1
→ 0.0, -8, 17, 0.0
> CC(=O)c1ccc(OCC(=O)Nc2ccc(C)cc2)cc1
→ 0.0, 8, -5, 0.0
> COC(=O)c1ccc(NC(=O)C2CC(=O)N(CCc3ccccc3)C(=Nc3ccc(F)cc3)S2)cc1 (configuration not stated)
→ 0.0, -9, 0, 0.3
> Cc1ccc2c(c1)N(CC(=O)NCc1ccc(F)cc1)C(=O)C(C)O2 (configuration not stated)
→ -1.1, 0, -18, -0.1
> CC(=O)Nc1ccc(NC(=O)C(C)Sc2nnc(NC3CCCCC3)s2)cc1 (configuration not stated)
→ -2.2, 2, 9, 0.3
> CC(C)COc1ccc(/C=C2\SC(=NCc3ccccc3)N(Cc3ccccc3)C2=O)cc1
→ 0.5, 3, -12, -0.1
> O=C(NCCCN1CCCC1=O)c1cnc(N2CCC(N3CCOCC3)CC2)s1
→ -0.5, 1, 12, 0.3
> CC(C)(C)NC(=O)Cc1c(F)cccc1Cl
→ 0.9, 0, 1, -0.1
> Cc1ccc(Cn2cnc3c(nnn3Cc3ccc(C)cc3)c2=O)cc1
→ -0.4, 10, 12, 0.1
> CCCCCN1C2=C(C(=O)CC(C)(C)C2)C(c2ccc(Cl)cc2)C2=C1CC(C)(C)CC2=O
→ -0.4, -2, -4, -0.1
> Cn1c(-c2cccc(Br)c2)cnc1NC(=O)c1cccc([N+](=O)[O-])c1
→ 0.7, -6, 6, -0.1
> COCC(=O)Nc1ccc(Cl)c([N+](=O)[O-])c1
→ 0.2, -9, 0, 0.1
> Cc1cc(C)nc(N(C#N)Cc2ccc([N+](=O)[O-])cc2)n1
→ 0.3, 12, 5, 0.0
> CCN(CC)CCn1c2c(c(SCC(=O)Nc3ccc(F)cc3F)nc1=O)CCC2
→ 0.1, -16, -6, -0.1
> C=CCN1C(=O)/C(=C/c2ccc(OCC)cc2O)SC1=S
→ 2.3, -1, 4, 0.0
> CC12CCC(C/C1=N/NC(=O)Nc1ccccc1)C2(C)C (configuration not stated)
→ 1.2, 0, 2, 0.1
> CCSc1ccc(NS(=O)(=O)c2cccc([N+](=O)[O-])c2)cc1
→ -0.9, 2, 17, 0.3
> O=C(NC1CCCC1)c1cc2nc(-c3ccccc3)cc(-c3ccccc3)n2n1
→ 0.2, 0, 2, 0.0
> Cc1cnc(N2CCN(Cc3ccc4c(c3)OCO4)CC2)nc1NCCN1CCOCC1
→ 2.4, -5, -8, 0.0
> Cc1cc2cc3c(cc2nc1NCCNC(=O)c1cccs1)OCCO3
→ 0.7, 11, -6, -0.2
> OCCC1CN(Cc2ccccc2C(F)(F)F)CCN1C1CCCC1 (configuration not stated)
→ 1.9, 2, 0, -0.1
> COc1ccc(N2CCN(CC(O)COc3ccc(C(C)=O)cc3)CC2)cc1 (configuration not stated)
→ 0.0, 1, 25, 0.1
> COc1cccc(NC(=O)C2C3C=CC(C3)C2C(=O)O)c1 (configuration not stated)
→ -0.5, -8, -12, -0.2
> COc1ccc(OC)c(N=CC2=C(O)CC(C)(C)CC2=O)c1
→ 1.3, 1, 18, 0.3
> CCCNC(=O)CSc1nc(C)c(CC)c(=O)[nH]1
→ 1.2, 2, -8, -0.2
> CN1CCN(CC(=O)Nc2sc3c(c2C#N)CCC(C(C)(C)C)C3)CC1 (configuration not stated)
→ 0.1, 0, 29, 0.5
> CCOc1cc(CNc2nc(C)c(-c3ccn(C)n3)s2)ccc1OC
→ -1.4, 2, 1, 0.5
> O=C(Nc1cc(F)c(F)cc1Cl)NC1CCCCCCCCCCC1
→ -1.8, -3, 6, 0.0
> CCCC(C)C(=O)NCc1ccc(OC)cc1 (configuration not stated)
→ 0.4, 3, -2, 0.0
> CC(C)n1c(C(O)c2nc3ccccc3n2C)nc2ccccc21 (configuration not stated)
→ 0.1, 6, 7, -0.2
> COc1ccc(S(=O)(=O)NC(CC(=O)NCC(OC)OC)c2ccco2)cc1 (configuration not stated)
→ -1.7, -7, 22, 0.4
> CN1C(=O)CC(CC(=O)N2CCN(C)C(c3ccccc3)C2)(c2ccccc2Cl)C1=O (configuration not stated)
→ -0.4, 5, 16, 1.1
> O=C(NCCCN1CCCC1=O)c1csc(Nc2nccc3ccccc23)n1
→ 1.3, 4, 6, 0.0
> COc1ccc(C2=NN(C(=O)CSc3nnc(CNC(=O)c4cccs4)n3-c3ccccc3)C(c3ccc(C)cc3)C2)cc1 (configuration not stated)
→ 0.0, -13, -2, -0.2
> COc1cccc(-c2noc(-c3ccc([N+](=O)[O-])cc3Cl)n2)c1
→ 1.0, -5, -10, -0.1
> COc1ccc(CNC(=O)CCc2c(C)nc3c(-c4ccccc4)c(C)nn3c2C)cc1
→ 0.3, -6, 0, 0.3
> O=C(Nc1ccccc1F)N1CCN(c2nc(-c3ccc(Cl)cc3)cs2)CC1
→ 3.0, 6, 3, -0.2
> COCCN(Cc1cc2cc3c(cc2nc1Cl)OCO3)S(=O)(=O)c1ccc(C)cc1
→ 1.0, -4, 4, 0.0
> CCS(=O)(=O)NCC(c1ccco1)N1CCN(c2ccccc2F)CC1 (configuration not stated)
→ -0.8, -1, -3, -0.3
> S=c1[nH]nc(NCc2ccccc2)s1
→ 0.7, -1, 20, 0.2
> CCCCc1ccc(-c2nc(C=Nc3ccc(Br)cc3Br)c(O)o2)cc1
→ -0.5, 6, -6, 0.0
> CCOc1ccccc1C1C=C(c2ccc(OC)cc2)Nc2nnnn21 (configuration not stated)
→ -0.8, 3, -1, -0.2
> CCC(C)N1C(=O)S/C(=C/c2ccc(O)c(Cl)c2)C1=O (configuration not stated)
→ -1.3, 17, 9, 0.6
> O=C(O)C1(P(=O)(c2ccccc2)c2ccccc2)CC1
→ 1.6, 2, -7, 0.9
> CC(=O)c1ccc(NC(=O)c2ccc(OCc3ccccc3)cc2)cc1
→ 1.6, 1, -14, -0.1
> CC1CCCC(C)N1C(=O)c1ccccc1NS(=O)(=O)c1cccc([N+](=O)[O-])c1 (configuration not stated)
→ -1.0, 1, 9, 0.3
> C=CCn1c(=N)n(CC(O)c2ccc(Cl)c(Cl)c2)c2ccccc21 (configuration not stated)
→ -1.1, 1, -2, 0.0
> Cc1nnc(NC(=O)C2(NC(=O)Nc3c(C)cccc3C)CCCCC2)s1
→ -0.1, -6, 16, 0.0
> CCC1=NN2C(=N)/C(=C/c3ccc(OCCOc4ccc(C(C)CC)cc4)c(OC)c3)C(=O)N=C2S1 (configuration not stated)
→ 0.4, -6, 12, -0.1
> O=C(c1cnsn1)N1CCC(CO)(Cc2ccc(Cl)cc2)CC1
→ 1.7, -12, 0, -0.1
> CC(=O)Nc1ccc(NC(=O)c2cccc(-c3ccc(N4CCN(C)CC4)cc3)c2)cc1
→ -0.3, 11, -7, 0.0
> CCn1c(Cc2ccccc2)nnc1SCC(=O)Nc1nc(C)c(C)s1
→ -0.9, 6, -5, -0.1
> CN(CC1COCCO1)C1CCC(=O)N(Cc2cc3c(cc2Cl)OCO3)CC1 (configuration not stated)
→ 2.5, 1, -1, 0.0
> Cn1c(=O)oc2cc(S(=O)(=O)NCCC(=O)NC3CCCc4ccccc43)ccc21 (configuration not stated)
→ -0.4, 2, 18, 0.3
> CCCc1cc(=O)[nH]c2nnc(SCC(=O)Nc3ccccc3F)n12
→ -2.0, -6, 13, 1.3
> CCc1ccccc1NC(=O)N1CCC(CN2CCCCC2)CC1
→ -1.3, 3, 7, 0.0
> Fc1ccc(-c2cnn3c(NCc4ccccn4)ccnc23)cc1Cl
→ 0.1, -52, -4, 1.1
> COc1ccc(C(=O)/C=C/Nc2cccc(O)c2)cc1
→ -5.6, 87*, -2, -0.2
> CN1CCN(C(=S)NC2CCCCC2)CC1
→ -2.2, 2, -1, 0.1

Ordered by length of the SMILES (low to high): part of the list above
Each structure is followed by: GPR151 ag, TEAD-YAP inh, MITF primary, FBW7 activator
> CC(C)n1c(C(O)c2nc3ccccc3n2C)nc2ccccc21 (configuration not stated)
→ 0.1, 6, 7, -0.2
> CCn1c(Cc2ccccc2)nnc1SCC(=O)Nc1nc(C)c(C)s1
→ -0.9, 6, -5, -0.1
> CC(=O)c1ccc(NC(=O)c2ccc(OCc3ccccc3)cc2)cc1
→ 1.6, 1, -14, -0.1
> Cc1cc(C)nc(N(C#N)Cc2ccc([N+](=O)[O-])cc2)n1
→ 0.3, 12, 5, 0.0
> Cc1ccccc1CN[C@H]1C[C@H]2C(=O)N[C@@H](CCCCN)C(=O)N2C1
→ -0.2, 1, -3, -0.3
> CC1CCCC(C)N1C(=O)c1ccccc1NS(=O)(=O)c1cccc([N+](=O)[O-])c1 (configuration not stated)
→ -1.0, 1, 9, 0.3

Next section
Each structure is followed by: GPR151 ag, TEAD-YAP inh, MITF primary, FBW7 activator
> COc1ccc2nc(NCCCN3CCOCC3)sc2c1
→ 0.0, -39, 3, 0.0
> N/C(Cc1ccc(Cl)cc1Cl)=N\OC(=O)c1cccc([N+](=O)[O-])c1
→ -1.7, 5, 23, 0.3
> CC(C)N(C(=O)COC(=O)c1ccco1)C(C)C
→ 1.9, -6, -7, 0.0
> O=[N+]([O-])c1cccc(CNc2cccc([N+](=O)[O-])c2)c1
→ 1.0, 13, 9, 0.4
> CS(=O)(=O)c1ccc(N2CCCN(S(=O)(=O)c3cccs3)CC2)cc1
→ -0.4, 8, -2, -0.1
> O=C(Nc1ccccc1C(F)(F)F)N[C@H]1C[C@H]2C(=O)N3CCC[C@@H]3C(=O)N2C1
→ 0.0, -4, 8, -0.2
